Assay outcomes (PubChem)
HTR5A ag: activates human HTR5A in OPRM1-OPRD1 agonist counter-screen. hit rate 0.61% among 340,000. AID 504692. activation, % at 9.3 µM. HTR5A agonist assay, luminescence, cell-based. P47898; in the data active means activation mostly above about 9.5%, no sharp cut-off; inactive means mostly below about 7.6%;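 further: 0% = cells with vehicle only and 100% = reference agonist; strong numbers were not always called active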
Target sequence (P47898 whole entry, looked up): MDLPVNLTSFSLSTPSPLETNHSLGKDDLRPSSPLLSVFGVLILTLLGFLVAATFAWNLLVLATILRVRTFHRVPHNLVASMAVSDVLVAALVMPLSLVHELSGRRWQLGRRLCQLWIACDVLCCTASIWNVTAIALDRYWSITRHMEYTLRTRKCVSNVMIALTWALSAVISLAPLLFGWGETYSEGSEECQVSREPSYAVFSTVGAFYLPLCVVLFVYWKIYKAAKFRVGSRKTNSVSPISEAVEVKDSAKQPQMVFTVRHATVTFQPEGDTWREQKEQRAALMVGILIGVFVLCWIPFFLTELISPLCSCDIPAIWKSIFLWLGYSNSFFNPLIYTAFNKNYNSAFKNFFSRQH
PKA-R1A activ: activators of PKA-R1A complex; activation, % at 11.4 µM; hit rate 0.083% among 340,000; AID 504707; PKA-R1A dissociation, Cy5-IP20 fluorescence polarization; scaled: DMSO 0%, 113 µM cGMP 100%;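 active means percent activation above the mean of all tested compounds plus 3 SD, cut at about 19% in these data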;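 further: higher means more PKAc released from R1A so a rise in polarization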
PKA-R2B act: activates the human PKA-R2B holoenzyme complex | AID 504700 | activation, % at 11.4 µM | PKA-R2B holoenzyme dissociation, Cy5-IP20 fluorescence polarization; R2B truncated from residue 108, S112A mutant; 0% DMSO only, 100% 113 µM cGMP | hit rate 0.079% among 340,000 | P22694+P31323;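 active means activation above a cutoff set at the mean over all compounds plus 3 SD, cut at about 18% in these data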;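 further: higher means more holoenzyme dissociation and a rise in polarization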
phage Ecoli inh: E. coli growth loss with phage present | growth absorbance | inhibition, % at 11.9 µM | hit rate 0.26% among 360,000 | AID 651602; in the data active means inhibition above about 11%
HTR5A inv ctr: inverse agonist of human HTR5A in OPRM1-OPRD1 counter-screen | P47898 | HTR5A cell line, luminescence, inverse agonism | inhibition, % at 9.3 µM | hit rate 0.083% among 340,000 | AID 504634; in the data active means inhibition mostly above about 23%, no sharp cut-off; inactive means mostly below about 18%;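 further: 0% = cells with DMSO and 100% = no-cell wells with DMSO; some compounds called inactive have numbers as strong as hits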
AddAB inh: less growth of phage-infected E. coli with AddAB. E. coli expressing H. pylori AddAB, absorbance growth. inhibition, % at 11.9 µM. hit rate 0.29% among 330,000; in the data active means inhibition above about 12%;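 further: 0% = vehicle wells of infected cells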
CDK5 inh: blocks human CDK5/p35 kinase activity. Recombinant CDK5/p35, ADP-Glo luminescence, 60 min. Q00535+Q15078. hit rate 0.01% among 330,000. inhibition, % at 10 µM;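 active means highest replicate inhibition of at least 50% and at least 75% of replicates reaching 50%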;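 further: plate controls were DMSO neutral control for no effect and GW8510 at 10 µM for full effect; many of its hits are not listed in these tables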
Mot1-301 SUMO: SUMOylation pathway inhibition by Mot1-301 growth rescue; growth rescue, % at 18.8 µM; hit rate 1% among 320,000; AID 2716; S. cerevisiae Mot1-301 growth rescue, ATP luminescence, 38.5C; percent above DMSO median, 100 means doubled;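 active means every valid replicate shows activation above 250% relative to neutral control wells; inactive means the rest, any valid replicate at or below 250%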;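 further: OY570 slx delta 5 strain wells were the positive control but not used for scaling; some compounds called inactive have numbers as strong as hits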
Tat export inh: inhibitors of E. coli Tat protein transport; hit rate 0.036% among 340,000; AID 488895; inhibition, % at 10 µM; E. coli MC4100 TorA-mCherry Tat export, fluorescence;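 active means mean replicate inhibition at least 50% and at least half of replicates individually reaching 50%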;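 further: exported cargo escapes ClpAP degradation while cytoplasmic cargo is degraded and loses fluorescence; 0% = median of neutral control wells and 100% = median of NaSCN control wells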
Ecoli viability: bacterial growth inhibition, counter-screen for AddAB inhibitors. hit rate 0.27% among 330,000. AID 449728. E. coli V3065 growth, OD600 absorbance, 18 h. inhibition, % at 11.9 µM;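 active means inhibition above the campaign's mean inhibition across all tested compounds plus 3 SD, cut at about 9.9% in these data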;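 further: uninfected addAB+ strain grown without phage in ampicillin broth; 0% = DMSO wells and 100% = ciprofloxacin 0.95 µg/ml wells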
DAGLB inhibitor: diacylglycerol lipase beta (human) inhibition | HEK293T DAGLB membrane lysate, EnzChek fluorogenic substrate | inhibition, % at 5.17 µM | hit rate 0.059% among 340,000; in the data active means inhibition above about 34%;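 further: 0% = enzyme with vehicle and 100% = wells lacking enzyme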
Target sequence (Q8NCG7 whole entry, looked up): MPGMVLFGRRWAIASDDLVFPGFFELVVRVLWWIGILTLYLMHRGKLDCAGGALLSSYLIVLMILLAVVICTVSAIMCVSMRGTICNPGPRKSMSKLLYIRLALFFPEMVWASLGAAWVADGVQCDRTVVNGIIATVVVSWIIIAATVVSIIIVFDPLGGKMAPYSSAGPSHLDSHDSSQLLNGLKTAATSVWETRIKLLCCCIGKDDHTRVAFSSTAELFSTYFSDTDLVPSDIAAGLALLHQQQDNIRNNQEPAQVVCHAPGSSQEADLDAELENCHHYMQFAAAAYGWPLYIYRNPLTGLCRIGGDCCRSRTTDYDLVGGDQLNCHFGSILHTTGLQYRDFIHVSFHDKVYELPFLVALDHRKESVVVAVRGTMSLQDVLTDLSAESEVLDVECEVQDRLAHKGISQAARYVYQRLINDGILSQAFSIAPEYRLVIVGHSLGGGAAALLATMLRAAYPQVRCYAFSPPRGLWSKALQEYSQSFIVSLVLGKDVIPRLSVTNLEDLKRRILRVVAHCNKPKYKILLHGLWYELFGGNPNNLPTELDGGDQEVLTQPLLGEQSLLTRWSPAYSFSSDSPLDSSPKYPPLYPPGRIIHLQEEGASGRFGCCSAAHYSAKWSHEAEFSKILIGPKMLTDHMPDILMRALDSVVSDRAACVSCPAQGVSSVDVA
The depositor's hits bear a star; x = no result given; & = joins results of further samples.

SMILES	HTR5A ag	PKA-R1A activ	PKA-R2B act	phage Ecoli inh	HTR5A inv ctr	AddAB inh	CDK5 inh	Mot1-301 SUMO	Tat export inh	Ecoli viability	DAGLB inhibitor
COc1cccc(C2CC(=O)Nc3c2c(=O)[nH]c2ncnn32)c1 (stereo unspecified)	1	12	-10	2.7	-3	-0.3	-0.2	-1	1	1.9	-3
CC(=O)c1ccc(NC(=S)Nc2ccc3cn[nH]c3c2)cc1	-1	1	-2	3.3	1	-2.1	5.4	-8	-4	-1.5	2
COCCn1c(SCC(=O)Nc2ccccc2F)nnc1-c1ccoc1C	3	-3	-5	0.7	-10	5.4	-1.2	-8	-6	-0.4	-3
COc1ccc(C(c2sc3nc(C)nn3c2O)N2CCC3(CC2)OCCO3)cc1 (stereo unspecified)	6	-4	-6	1.6	-21	-1.0	-2.9	20	-4	-0.6	-2
Cc1cc(C)cc(OCC(=O)N2N=C(C(F)(F)F)CC2(O)C(C)(C)C)c1 (stereo unspecified)	1	-10	-6	0.6	-3	0.9	-1.1	30	17	-0.7	-12
CCOC(=O)/C(C#N)=C\c1cc(OC)c(OC)cc1[N+](=O)[O-]	4	-11	10	-0.8	-12	1.6	2.4	5	13	-0.9	-1
O=C(COC(=O)c1cc(=O)c2ccccc2o1)NCC1CCCCC1	2	8	-7	-0.5	-17	1.1	1.6	-9	9	0.3	-2
CCN1CCN(c2ccc(S(=O)(=O)N3CCOCC3)cc2NC(=O)/C=C/c2ccc([N+](=O)[O-])cc2)CC1	1	3	1	-1.1	15	-0.3	-4.0	1	3	0.3	4
COc1ccc(OC)c(C2NC(=O)NC(C)=C2C(=O)OCc2ccccc2)c1 (stereo unspecified)	3	-6	3	-1.0	-12	4.2	1.2	1	1	2.8	0
CC1CCCC(C)N1C(=O)COC(=O)c1ccc[nH]c1=O (stereo unspecified)	-3	1	5	0.1	-24	1.2	0.1	13	0	-2.5	1
CC(=O)c1cccc(S(=O)(=O)NCC(c2ccco2)N2CCCCC2)c1 (stereo unspecified)	6	3	-2	1.8	-17	3.4	-2.0	88	11	1.2	1
COc1ccccc1NC(=O)CNC(c1ccccc1)c1ccccc1	1	3	-6	-0.8	-3	1.6	0.7	-3	-1	0.1	-5

3 of the entries above in order of the AddAB inh value, rising:
smiles	PKA-R1A activ	PKA-R2B act	phage Ecoli inh	AddAB inh	CDK5 inh	Mot1-301 SUMO	Tat export inh	DAGLB inhibitor
COc1ccc(C(c2sc3nc(C)nn3c2O)N2CCC3(CC2)OCCO3)cc1 (stereo unspecified)	-4	-6	1.6	-1.0	-2.9	20	-4	-2
CCOC(=O)/C(C#N)=C\c1cc(OC)c(OC)cc1[N+](=O)[O-]	-11	10	-0.8	1.6	2.4	5	13	-1
CC(=O)c1cccc(S(=O)(=O)NCC(c2ccco2)N2CCCCC2)c1 (stereo unspecified)	3	-2	1.8	3.4	-2.0	88	11	1

New compounds follow
SMILES	HTR5A ag	PKA-R1A activ	PKA-R2B act	phage Ecoli inh	HTR5A inv ctr	AddAB inh	CDK5 inh	Mot1-301 SUMO	Tat export inh	Ecoli viability	DAGLB inhibitor
CC(C)Oc1ccc(CCN=C(N)N=C(N)N)cc1Cl	3	1	1	2.2	23	2.5	0.2	-3	-4	-1.0	-2
CCCC(=O)O[C@]1(C(=O)CO)CC[C@H]2[C@@H]3CCC4=CC(=O)CC[C@]4(C)[C@H]3[C@@H](O)C[C@@]21C	1	-11	-3	1.3	-2	-3.3	-4.6	4&23	12	-0.4	2
Cc1ccc(S(=O)(=O)N2CCCC(C(=O)NC3CCCC3)C2)cc1 (stereo unspecified)	-2	-10	-12	-0.1	5	2.0	-0.9	-1	-8	0.8	-3
O=C1c2ccccc2C(=O)N1/N=C/c1ccc(Oc2ccc([N+](=O)[O-])cn2)cc1	1	-3	0	-0.4	-2	4.3	1.0	36	-3	1.7	-3
CC(=O)c1ccc(N=C2C(=O)Nc3ccccc32)cc1	-2	-4	3	1.6	9	-0.6	-0.6	4	9	-0.8	0
O=C(C1=C(O)C(=O)N(CC2CCCO2)C1c1ccc(Cl)cc1Cl)c1ccco1 (stereo unspecified)	4	-5	-8	4.7	-10	1.7	-0.7	133	0	-1.9	2
O=C(c1cccc(S(=O)(=O)N2CCN(c3ccccc3)CC2)c1)N1CC=C(c2ccccc2)CC1	-1	-6	-3	0.3	-16	1.5	-1.2	16	-2	-1.8	-3
Cc1cccc(C(=O)N2CCC(=O)N(C(COCc3ccc(Cl)cc3)Cc3ccccc3)CC2)c1 (stereo unspecified)	-2	1	-8	2.0	-6	-2.5	0.6	-8	10	-0.5	-7
CCOc1cc(C(=O)Nc2ccc(S(=O)(=O)NC3=NCCCCC3)cc2)cc(OCC)c1OCC	-3	-12	-10	1.2	18	-2.4	-0.3	-4	6	-1.1	-2
COc1ccccc1NC1=NC(C)(C)N=C(N)N1	-3	7	-5	0.8	-12	2.6	0.1	x	-3	0.6	1
O=C(c1ccco1)N1CCCC(N2CCN(c3ccccc3F)CC2)C1 (stereo unspecified)	4	-1	11	-1.4	5	-0.1	0.9	204	-3	-2.5	-1
COC(=O)C1=C(C(=O)OC)[C@@H]2N(C)c3ccccc3[C@@]23C[C@@H](C(=O)OC)N(C(=O)c2cc(C)oc2C)C3=N1	1	-2	5	x	11	1.1	-0.3	-11	5	-1.4	-3
CCN(Cc1ccccc1)C(c1cccc(C#N)c1)c1nnnn1C(C)(C)C (stereo unspecified)	1	2	4	3.7	19	3.2	-1.7	181	3	-1.8	-11
CC1CN(c2ccccc2)NC1=O (stereo unspecified)	-6	-3	-4	-0.1	15	2.8	-1.8	-5	6	2.5	0
CCc1ccc(O)c(-c2cc(C(=O)Nc3cccnc3)[nH]n2)c1	-1	-3	7	3.1	15	-0.6	0.9	-4	15	0.3	-2
COc1cccc(N2CCN(C(=O)Nc3ccccc3Cl)CC2)c1	-2	-3	2	4.7	4	1.9	-0.2	5	5	1.9	-3
CCOC(=O)N1CCN(C(=O)c2ccc(N3C(=O)CCC3=O)cc2)CC1	-4	-3	-8	0.8	-10	0.4	-2.8	-3	1	2.3	0
COc1ccccc1CC(=O)c1ccccc1OC	-1	3	-5	2.9	3	x	-0.4	x	3	x	-1
CC1CC(C)CN(S(=O)(=O)N2CCCC(C(=O)NC(C)c3ccccc3)C2)C1 (stereo unspecified)	-1	-9	1	1.9	21	2.5	-0.7	14	6	-1.2	1
Cc1ccc(NC2(C#N)C(=O)Nc3ccccc32)cc1C (stereo unspecified)	-5	-5	0	2.8	14	1.1	0.7	436	0	0.2	2
O=C(NNC(=O)C12CC3CC(CC(O)(C3)C1)C2)c1ccccc1O	0	-1	0	1.6	0	0.9	0.1	-10	10	-3.2	2
COc1ccc2c(CC(=O)O)cc(=O)oc2c1	0	-2	5	-1.4	0	0.8	-1.2	-20	7	1.6	-2
O=[N+]([O-])c1ccccc1-c1ccc(C(=S)N2CCN(c3ccccc3)CC2)o1	5	-4	-1	-0.1	8	2.7	-6.1	-12	22	1.4	8
COc1ccccc1CCC(=O)N(C)CC(=O)Nc1ccc(F)cc1	1	-14	-6	2.9	10	-0.8	0.6	47	-2	1.1	-5
Cc1cccc(C#Cc2ccccc2)n1	2	-11	1	4.4	-7	0.6	-1.7	-11	7	2.1	-3
COc1ccc(-c2csc(N3CCOCC3)n2)cc1OC	0	1	3	-0.6	-22	2.8	-0.8	9	-9	-0.6	2
COc1ccccc1NS(=O)(=O)c1cccc(NC(=O)c2cncc(Br)c2)c1	4	6	-1	3.6	-13	-0.7	0.2	-8	-4	-0.1	-3
Cc1cc(C)n(C(=O)CNC(=O)c2ccc(C(C)(C)C)cc2)n1	2	2	4	-0.3	-1	2.0	0.2	-15	-2	-1.9	-1
Cc1nnc(N)nc1C	0	-4	-5	2.6	0	2.6	-1.0	-8	-7	-2.4	-2
COc1ccc(-c2coc3cc(O)c(OC)cc3c2=O)cc1	6	0	-3	1.6	0	2.1	-0.2	7	-3	-0.7	-2
O=C(Nc1ccc(Cl)cc1)Nc1ccc(S(=O)(=O)Nc2ncccn2)cc1	-2	2	-3	5.9	7	-0.4	-4.8	8	10	2.1	6
Cc1ccc(NC(=O)c2cccc(NC3=NC4CS(=O)(=O)CC4S3)c2)cc1 (stereo unspecified)	-2	10	10	3.6	-14	-2.3	0.4	50	2	-1.3	4
CC(=O)NC(Nc1nc2c(s1)CCCC2)(C(F)(F)F)C(F)(F)F	-2	-2	-9	1.4	20	4.5	1.6	-15	-3	-0.9	2
CN1CCN(Cc2coc3c(Cl)cc(Cl)cc3c2=O)CC1	-2	-8	-4	-3.1	9	1.6	0.5	-6	4	-2.1	2
COc1ccc(C(=O)C2CCCN(Cc3sc(N4CCCC4)nc3Cl)C2)c(OC)c1 (stereo unspecified)	8	-4	-2	4.2	-23	2.5	1.8	69	-1	0.4	-1
COc1ccc(C2(C(=O)Nc3ccc(C)cc3)CCOCC2)cc1	-4	0	-2	2.6	10	1.2	-0.8	-11	1	0.4	-2
CCOC(=O)CSc1nc2sc3c(c2c(=O)n1-c1ccccc1)CCN(C)C3	3	-7	-9	3.0	-9	-2.5	0.0	8	-3	-0.2	-2
CC1Sc2ccc(S(=O)(=O)NCCc3ccccc3)cc2NC1=O (stereo unspecified)	-3	1	-3	2.7	12	0.4	-2.5	6	8	-0.5	3
Cn1ccc(C(=O)N/N=C/c2cccnc2)n1	2	-2	0	-1.5	-7	3.7	1.2	110	9	0.1	2
CCOC(=O)N1CCN(C(=O)COc2ccc3oc4c(c3c2)CCCC4)CC1	6	-9	-4	2.7	-30	2.1	0.4	4	-4	0.2	-1
Cc1ccc(OCCn2ccc(=O)[nH]c2=O)cc1C	-1	-7	-13	3.4	2	2.0	-1.3	-12	-7	-0.4	0
CCN(CC)CCN1C(=O)C(O)=C(C(=O)c2cc3ccccc3o2)C1c1cccnc1 (stereo unspecified)	5	1	10	1.3	-9	2.8	-1.0	21	-4	0.7	-2
C=CCNC(=S)N/N=C(\C)c1cc(OC)c(OC)c(OC)c1	1	-4	0	0.6	9	0.3	1.7	8	-6	-1.6	3
O=C(Nc1nc(-c2cccnc2)cs1)c1ccccc1F	-2	9	-12	2.3	22	-0.4	-0.3	4	-8	-0.8	1
COC(=O)c1ccc(Cn2c(O)c(N=NC(N)=S)c3ccccc32)o1	-4	-2	1	1.7	4	-2.2	1.2	-13	3	-0.8	0
Cc1ccc2nc(SCC(=O)Nc3cccc4ccccc34)nc(=O)n2c1	-1	-6	-2	2.0	2	3.0	-0.7	-22	-4	2.6	-2
COc1ccc(C2=NN(C(=O)CSc3nc(=O)n4cccc(C)c4n3)C(c3ccc(C)cc3)C2)cc1 (stereo unspecified)	-1	-8	-5	0.2	20	0.5	-0.8	-3	9	1.3	4
Cc1ccc(CSc2nnc(-c3cnccn3)n2C)cc1	2	1	10	3.0	-5	5.2	-1.9	-6	3	2.3	-2
COc1cc(NC(=O)c2cc3ccccc3o2)ccc1NC(=O)c1ccco1	5	2	8	0.8	-10	1.0	-0.3	-4	-2	-2.9	0
Cc1nnc(N(Cc2ccco2)C(=O)c2ccc(C#N)cc2)s1	0	-8	-4	1.9	11	0.6	-0.9	5	7	-0.6	-3
Cc1ccc(N=c2c([N+](=O)[O-])nn(-c3ccc(Cl)cc3)n2O)cc1C	-2	6	-7	1.8	7	-0.3	1.6	27	0	1.8	-1

This is a random part of the collection (roughly 2.3% active in at least one column).
